# Giardia FBPA inh: qHTS Assay for Inhibitors of Fructose-1,6-bisphosphate Aldolase from Giardia Lamblia | purified Giardia FBPA | Potency, µM (series often up to 59.6 µM), for inactives: top-dose activity, negative = inhibition, most hits filed as inhibitors | 290,000 compounds, 0.71% hits | AID 2451, 2010; active = well fitted inhibition curve with a large enough effect; inconclusive = small, poorly fitted or top-dose-only effect, or effect the other way; note: nearly all actives have a fitted effect of over 55% in size
# Target sequence (A8B2U2 whole entry, looked up): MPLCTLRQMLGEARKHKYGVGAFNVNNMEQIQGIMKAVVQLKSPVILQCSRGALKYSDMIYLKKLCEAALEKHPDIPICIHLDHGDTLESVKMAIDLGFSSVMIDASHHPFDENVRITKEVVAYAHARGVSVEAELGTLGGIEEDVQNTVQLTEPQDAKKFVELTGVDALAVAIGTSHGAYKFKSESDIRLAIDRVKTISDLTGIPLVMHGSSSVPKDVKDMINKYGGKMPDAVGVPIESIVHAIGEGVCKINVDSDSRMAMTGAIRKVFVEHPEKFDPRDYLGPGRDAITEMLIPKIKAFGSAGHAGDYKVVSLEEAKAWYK
#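 40 nM FBPA preincubated 10 min at RT with compound (up to 57.5 uM final), then substrate plus GAPDH/TPI/NAD/arsenate coupling and diaphorase/resazurin added. Fluorescence read after 20 min at RT, 525/598 nm.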
# An asterisk follows results filed as active; u = inconclusive; & = joins results of further samples; [ ] = dose if it differs, or a comment. % is set by controls: 0 for no effect and ±100 for the full control effect; potency is the fitted concentration of half-maximal effect. A portion of the library, so the mix of outcomes need not match the whole.
SMILES,Giardia FBPA inh
CC(=C(CCOP(=O)(O)O)SC(=O)c1ccccc1)N(C=O)Cc1cnc(C)nc1N,-7%
CC/C=C\C/C=C\C/C=C\C/C=C\C/C=C\CCCC(=O)O,4%
COc1ccc(OC)c(C2=Nn3c(nnc3-c3ccc(OC)c(OC)c3)SC2)c1,-10%
CN(C)c1ccc(-c2ccc3ncnc(N(C)C)c3c2)cc1,-28%
COc1ccc(C(=O)N2CCC[C@@]3(CCN(Cc4ccc(C#N)cc4)C3)C2)cc1,-2%
O=C(/C=C/c1ccc2c(c1)OCO2)c1ccccc1,5%
CCCCN1CCCC[C@H]1C(=O)Nc1c(C)cccc1C,-7%
Clc1ccccc1-c1nc(N2CCNCC2)c2ccccc2n1,-3%
CN(C)CCc1ccc(O)cc1,-1%
CC(=O)NCCNc1ncnc2ccc(-c3ccoc3)cc12,-24%
COc1ccc(C2/C=C\CN(S(=O)(=O)CC34CCC(CC3=O)C4(C)C)CC(=O)N2Cc2ccc(F)cc2)cc1 (stereo not drawn),0%
ONCc1ccccc1,u
CC(=O)OC1CC2C(C)(C)C(=O)C=C[C@]2(C)C2CC[C@]3(C)C(=CC(=O)OC3c3ccoc3)[C@]12C (stereo partly drawn),1%
CC(=O)N1CC=CC1(CC(C)C)C(=O)NCc1ccccn1 (stereo not drawn),0%
NCCC[C@@H](CC(=O)N[C@@H]1CCCC[C@H]1C(=O)N[C@H](CC(=O)N[C@@H](CCC(=O)O)CC(=O)O)Cc1ccccc1)NC(=O)C[C@H](Cc1ccccc1)NC(=O)[C@@H]1CCCC[C@H]1N,-22%
CCCn1c(=O)c(C)cn2nc(N)nc12,6%
CN1Cc2c(ccc3c2OCO3)C2C(O)Cc3cc4c(cc3C21)OCO4 (stereo not drawn),7%&5%
C[C@](N)(COP(=O)(O)O)C(=O)O,-16%
C=CCC1(C)OC=Cc2nc3cc(Cl)c(Cl)cc3nc21 (stereo not drawn),-1%[12.9 µM]
CC[C@H](C)[C@H](NC(=O)[C@H](CO)NC(=O)[C@H](CC(N)=O)NC(=O)[C@H](CC(C)C)NC(=O)[C@H](Cc1ccc(O)cc1)NC(=O)[C@H](CCCCN)NC(=O)[C@H](CCCCN)NC(=O)[C@@H](NC(=O)[C@H](C)NC(=O)[C@H](CCSC)NC(=O)[C@H](CCC(N)=O)NC(=O)[C@H](CCCCN)NC(=O)[C@H](CCCNC(=N)N)NC(=O)[C@H](CC(C)C)NC(=O)[C@H](CCCNC(=N)N)NC(=O)[C@@H](NC(=O)[C@H](Cc1ccc(O)cc1)NC(=O)[C@H](CC(N)=O)NC(=O)[C@H](CC(=O)O)NC(=O)[C@@H](NC(=O)[C@H](Cc1ccccc1)NC(=O)[C@@H](NC(=O)[C@H](C)NC(=O)[C@H](CC(=O)O)NC(=O)[C@H](CO)NC(=O)[C@@H](N)Cc1cnc[nH]1)C(C)C)[C@@H](C)O)[C@@H](C)O)C(C)C)C(=O)N[C@@H](CC(C)C)C(=O)N[C@@H](CC(N)=O)C(N)=O,6%
c1cncc(CNc2ncncc2-c2cccnc2)c1,-1%
COc1ccc(Oc2ncc3ncc(=O)n(C[C@H]4CCCO4)c3n2)cc1,-27%
O=c1cnc2cnc(Oc3cccc(Cl)c3)nc2n1CCc1ccccc1,-2%
CCCCC#CC1C=CC(Oc2ccc(OC)cc2)C(CO)O1 (stereo not drawn),0%[12.9 µM]
CN1CCN(c2ncc3nc(-c4cn(C)c5ccccc45)c(=O)n(-c4ccccc4)c3n2)CC1,-3%
CN[C@@H]1[C@H](O[C@H]2[C@H](O[C@H]3[C@H](O)[C@@H](O)[C@H](N=C(N)N)[C@@H](O)[C@@H]3N=C(N)N)O[C@@H](C)[C@]2(O)C=O)O[C@@H](CO)[C@H](O)[C@H]1O,1%
CCNc1ncc2nc(-c3ccc(F)cc3)c(=O)n(CCC#N)c2n1,4%
CC(C)[C@@H](CC(=O)N[C@@H]1CCCC[C@H]1C(=O)N[C@H](CC(=O)N[C@@H](CCC(=O)O)CC(=O)O)Cc1c[nH]c2ccccc12)NC(=O)C[C@H](Cc1ccccc1)NC(=O)[C@@H]1CNCC[C@H]1N,-18%
C/C=C/C1=Cc2ccccc2C(CC(=O)OC)N1C(=O)OC (stereo not drawn),3%[12.9 µM]
COc1c(O)c2c(=O)cc(OC)c3c4c(OC)cc(=O)c5c(O)c(OC)c6c(c(c1C[C@@](C)(O)[C@H]6C(C)=O)c23)c54,-22%
C#CCCCCCCCCCCCC(=O)CC(O)COC(C)=O (stereo not drawn),-4%
CCCC[C@H]1C2=C3[C@@H](CC(C(=O)OC)=C[C@@H](C(=O)OC)[C@H]3C(C)(C)C2=O)n2c(=O)n(C)c(=O)n21,-1%
O=C(O)C1CCC[C@@H]2[C@@H]3CC(CN12)[C@@H]1CCCCN1C3 (stereo partly drawn),-9%
C/C=C/OC(=O)NC(c1ccccc1)[C@@]1(C(=O)OCC)CCCC1=O (stereo partly drawn),-5%[12.9 µM]
COc1ncc2nc(-c3ccccc3)c(=O)n(CCC#N)c2n1,7%
N#Cc1ccc(CN2CCC3(CC2)CCN(C(=O)c2ccncc2)CC3)cc1,2%
C[C@@H]1/C=C\CC(=O)OC[C@H]2O[C@@H](C=C[C@@H]2O)[C@H](C)/C=C\CC(=O)OC1,-1%[12.9 µM]
COc1ccc(Oc2ncc3nc(-c4ccc(Cl)cc4)c(=O)n(C)c3n2)cc1,5%
COC(=O)C1=C[C@@H](C(=O)OC)C2C3=C(C(=O)[C@@]2(C)NC(=O)c2ccccc2)[C@H](C)n2c(=O)n(C)c(=O)n2[C@@H]3C1 (stereo partly drawn),3%
NC(CP(=O)(O)O)C(=O)O (stereo not drawn),5%
Clc1ccc([C@@H]2C[C@H]3CC[C@@H]2N3)cn1,0%
COc1ccccc1CN1CC[C@@]2(CCCN(C(=O)c3cnccn3)C2)C1,-6%
CC(C)=CCC/C(C)=C/CO/N=C1/C[C@@H](O)[C@@H](O)[C@@H]2[C@@H]3C(=O)N([C@@H](C)c4ccccc4)C(=O)[C@H]3CC[C@@H]12,-3%[12.9 µM]
CCOC(=O)N/N=C1/C[C@@H](O)[C@@H](O)[C@@H]2[C@H]3C(=O)N(c4ccc(F)cc4F)C(=O)[C@@H]3CC[C@H]12,-1%[12.9 µM]
C[C@H]1CCCC(=O)CCC/C=C/c2c(O)cc(O)cc2C(=O)O1,4%
CCc1cc2c(nc1CC)CCN(CC/C(C)=N/OC[C@@H](O)[C@@H]1O[C@@H]3OC(C)(C)O[C@@H]3[C@H]1O)C2,-2%[12.9 µM]
CC(=O)OC1CC2CCC1(C)C2(C)C (stereo not drawn),-1%&5%
CN1CCN(c2ncc3nc(-c4cccc(C#N)c4)c(=O)n(Cc4ccc(F)cc4)c3n2)CC1,-20%
COC(=O)[C@@H](NC(=O)N1CCc2nc(COc3ccccc3)c3c(c2C1)CO[C@@H](C)C3)C(C)C,-1%[12.9 µM]
CNC1C(O)C(O[C@H]2C(O)[C@@H](OC3OC(CN)=CCC3N)[C@H](N)C[C@@H]2N)OC[C@]1(C)O (stereo partly drawn),7%
O=C(c1cc(C(F)(F)F)cc(C(F)(F)F)c1)N1CCC[C@@]2(CCN(Cc3nccs3)C2)C1,-3%
CN1C(=O)CCC1c1cccnc1 (stereo not drawn),2%&4%&1%
C/C=C(\C)C(=O)OC1C(OC(=O)C2(C)OC2C)c2cc3ccc(=O)oc3cc2OC1(C)C (stereo not drawn),2%
COCCn1c(=O)c(-c2cc(F)cc(F)c2)nc2cnc(N(C)C)nc21,0%
C[C@H]1C=CC(=O)C[C@H]1c1c(F)cccc1Cl,1%
CC12CCC3c4ccc(O)cc4CCC3C1CCC2O (stereo not drawn),4%
CC(=O)OCC(=O)[C@@]1(O)CCC2C3CCC4=CC(=O)CC[C@]4(C)C3C(=O)C[C@]21C (stereo partly drawn),3%
COC(=O)CCCCCN1C(=O)NC(CC2CC2)C(C(=O)OCc2ccccc2)=C1C (stereo not drawn),-1%
OC[C@H]1NC[C@@H](O)[C@@H](O)[C@H]1O,0%
CN(CCc1ccc(Cl)c(Cl)c1)CCN1CCCC1,5%

# Sorted by length of the SMILES (highest first): some entries from above.
SMILES,Giardia FBPA inh
CNC1C(O)C(O[C@H]2C(O)[C@@H](OC3OC(CN)=CCC3N)[C@H](N)C[C@@H]2N)OC[C@]1(C)O (stereo partly drawn),7%
CN1CCN(c2ncc3nc(-c4cccc(C#N)c4)c(=O)n(Cc4ccc(F)cc4)c3n2)CC1,-20%
COC(=O)CCCCCN1C(=O)NC(CC2CC2)C(C(=O)OCc2ccccc2)=C1C (stereo not drawn),-1%

# Continued.
SMILES,Giardia FBPA inh
Cc1noc(C)c1-c1ccc2ncnc(N3CCOCC3)c2c1,2%
Cc1noc(C)c1-c1nccc(NCc2cccnc2)n1,-5%
CC(=O)OCC1OC(n2c(Br)nc3c(=O)[nH]c(N)nc32)C(OC(C)=O)C1OC(C)=O (stereo not drawn),-6%
O=C(c1cccc(F)c1)N1CCC[C@@]2(CCN(c3ncccn3)C2)C1,1%
O=c1c(-c2ccc(O)cc2)coc2c(C3OC(CO)C(O)C(O)C3O)c(O)ccc12 (stereo not drawn),1%
c1nc(NCCN2CCOCC2)c2cc(-c3ccc4c(c3)OCO4)ccc2n1,-13%
COc1ccccc1C1CC(=O)Oc2cc3c(cc21)OCO3 (stereo not drawn),40µM*
COc1ccccc1CN1CCCC2(CCN(C(=O)c3ccco3)CC2)C1,1%
c1ccc(-c2nc(-c3cccc4ccccc34)c(Nc3ccc4ccccc4c3)o2)cc1,0%
O=P1(O)Oc2c(-c3ccccc3)cc3ccccc3c2-c2c(c(-c3ccccc3)cc3ccccc23)O1,3%
CCCCCCCCCCCCC/C=C\[C@@H](O)[C@H](CO)NC(C)=O,2%
Cc1ccc(S(=O)(=O)N2CCc3nc(COc4ccccc4)c4c(c3C2)CO[C@@H](C)C4)cc1,3%[12.9 µM]
CC(=O)OC[C@H]1O[C@@H](ON=C(C)C)[C@H](OC(C)=O)[C@@H](OC(C)=O)[C@H]1OC(C)=O,4%[12.9 µM]
CC[C@H](C)[C@H](NC(=O)[C@H](CCC(=O)O)NC(=O)CNC(=O)[C@@H](NC(=O)[C@@H]1CCCN1C(=O)[C@@H](NC(=O)[C@@H]1CCCN1C(=O)[C@@H]1CCCN1C(=O)[C@H](CC(N)=O)NC(=O)[C@H](CC(N)=O)NC(=O)[C@@H](NC(=O)[C@H](CCSC)NC(=O)[C@H](Cc1c[nH]c2ccccc12)NC(=O)CNC(=O)[C@@H](NC(=O)[C@H](CCC(N)=O)NC(=O)[C@@H](N)CCC(=O)O)[C@@H](C)CC)[C@@H](C)O)[C@@H](C)CC)C(C)C)C(=O)O,-2%
CC(=O)OCC(=O)[C@@]1(O)CCC2C3CCC4=CC(=O)C=CC4(C)C3C(O)C[C@]21C (stereo partly drawn),6%

# Single values from the entries so far:
# c1nc(NCCN2CCOCC2)c2cc(-c3ccc4c(c3)OCO4)ccc2n1 @ Giardia FBPA inh = -13%
# Cc1ccc(S(=O)(=O)N2CCc3nc(COc4ccccc4)c4c(c3C2)CO[C@@H](C)C4)cc1 @ Giardia FBPA inh = 3%[12.9 µM]
# O=c1c(-c2ccc(O)cc2)coc2c(C3OC(CO)C(O)C(O)C3O)c(O)ccc12 (stereo not drawn) @ Giardia FBPA inh = 1%
# Cc1noc(C)c1-c1nccc(NCc2cccnc2)n1 @ Giardia FBPA inh = -5%
# c1ccc(-c2nc(-c3cccc4ccccc34)c(Nc3ccc4ccccc4c3)o2)cc1 @ Giardia FBPA inh = 0%

# Carrying on:
SMILES,Giardia FBPA inh
C[C@@H]1O[C@H](O[C@@H]2[C@@H](Oc3cc(O)c4c(c3)O[C@H](c3ccc(O)cc3)CC4=O)O[C@@H](CO)[C@@H](O)[C@H]2O)[C@@H](O)[C@H](O)[C@@H]1O,1%[21.7 µM]
CN(CCOc1ccc(C[C@H](Nc2ccccc2C(=O)c2ccccc2)C(=O)O)cc1)c1ccccn1,21%&21%
N#C/C(=C\c1ccc(O)c(O)c1)C(=O)OCCc1cccs1,-2%
O=c1c(-c2ccc(Cl)cc2)nc2cncnc2n1Cc1ccccc1,-4%
CCC1=C2CC[C@H]3C(=O)N(CC)C(=O)[C@H]3[C@H]2[C@@]2(C)C(=NCCc3c[nH]c4ccccc34)OC(=O)N2C1=O,3%
O=S(=O)(c1ccccc1)N1CCC2(CC1)CN(c1ccccc1)C2,-2%
CCn1ccnc1C[C@@H]1COc2ccccc2O1,-9%
CCCCN(CC)c1nc(C)nc2c1c(C)c(C)n2-c1c(C)cc(C)cc1C,-16%
COC(=O)[C@@]1(Cc2ccc(OC)cc2)[C@H]2c3cc(C(=O)N4CCCC4)n(CCN4CNCC4=O)c3C[C@H]2CN1C(=O)c1ccccc1,-5%
c1csc(CNc2cc(-c3ccoc3)ncn2)c1,-18%
CN1C(=O)CCS(=O)(=O)[C@@H]1c1ccc(Cl)cc1,6%[21.7 µM]
c1cncc(-c2cc(-n3ccnc3)ncn2)c1,0%
CSCC[C@@H]1NC(=O)C/C=C\[C@@H](C)COC(=O)[C@@H](CCSC)NC(=O)C/C=C\[C@@H](C)COC1=O,2%[12.9 µM]
COc1ccc(C(=O)N2CCC3(CCCN(C(=O)Nc4cccc(F)c4)C3)CC2)cc1,1%
COc1ccc2c(c1)O[C@H](c1ccc3c(c1)OCO3)[C@@H](OC(=O)Nc1ccc(OC(F)F)cc1)C2=O,-3%
CCCn1c(=O)[nH]c2nc(-c3ccc(S(=O)(=O)O)cc3)[nH]c2c1=O,-3%&-4%
CCCn1c(C)nc2c(NCCCN(C)C)nc(C)nc21,0%
C=CC[C@@H]1C=C[C@@H](O/N=C(/C)CCC(=O)OC[C@@H]2O[C@H](c3ccccc3)C=C[C@@H]2Oc2ccc(OC)cc2)[C@@H](CO)O1,2%[12.9 µM]
COC(=O)/C=C\C(=O)N[C@@H]1CC[C@@]2(O)[C@H]3Cc4ccc(O)c5c4[C@@]2(CCN3CC2CC2)[C@@H]1O5,3%

# In another format: two of the compounds above
compound | Giardia FBPA inh
CCCn1c(=O)[nH]c2nc(-c3ccc(S(=O)(=O)O)cc3)[nH]c2c1=O | -3%&-4%
CCCn1c(C)nc2c(NCCCN(C)C)nc(C)nc21 | 0%
